697 NFkB inh: inhibitors of the PMA/ionomycin-induced NF-kB reporter in 697 B cells; AID 435022; hit rate 0.33% among 330,000; inhibition, % at 4 µM; 697 B-cell NF-kB luciferase reporter, 16 h; in the data active = inhibition above about 35%
Mdm2-MdmX inh: inhibitors of human Mdm2/MdmX interaction; O15151+Q00987; SaOS-2 split-luciferase Mdm2/MdmX complementation, luminescence; inhibition, % at 8 µM; hit rate 3% among 330,000; AID 485346;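 active = inhibition of at least 50% at 8 µM in the primary screen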
Target sequence (O15151 whole entry, looked up): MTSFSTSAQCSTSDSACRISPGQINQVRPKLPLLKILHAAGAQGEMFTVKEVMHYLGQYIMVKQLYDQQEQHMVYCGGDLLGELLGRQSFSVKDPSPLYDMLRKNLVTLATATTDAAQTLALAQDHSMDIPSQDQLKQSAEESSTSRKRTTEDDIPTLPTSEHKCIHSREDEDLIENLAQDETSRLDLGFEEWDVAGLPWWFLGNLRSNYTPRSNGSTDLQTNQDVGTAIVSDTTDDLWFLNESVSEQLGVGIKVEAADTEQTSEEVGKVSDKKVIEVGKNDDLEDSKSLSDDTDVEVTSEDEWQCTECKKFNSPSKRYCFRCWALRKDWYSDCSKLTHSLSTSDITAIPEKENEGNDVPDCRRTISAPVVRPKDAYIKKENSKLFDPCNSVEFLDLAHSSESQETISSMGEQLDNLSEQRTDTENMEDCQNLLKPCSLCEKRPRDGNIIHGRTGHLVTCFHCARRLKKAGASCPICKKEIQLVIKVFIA
Target sequence (Q00987 whole entry, looked up): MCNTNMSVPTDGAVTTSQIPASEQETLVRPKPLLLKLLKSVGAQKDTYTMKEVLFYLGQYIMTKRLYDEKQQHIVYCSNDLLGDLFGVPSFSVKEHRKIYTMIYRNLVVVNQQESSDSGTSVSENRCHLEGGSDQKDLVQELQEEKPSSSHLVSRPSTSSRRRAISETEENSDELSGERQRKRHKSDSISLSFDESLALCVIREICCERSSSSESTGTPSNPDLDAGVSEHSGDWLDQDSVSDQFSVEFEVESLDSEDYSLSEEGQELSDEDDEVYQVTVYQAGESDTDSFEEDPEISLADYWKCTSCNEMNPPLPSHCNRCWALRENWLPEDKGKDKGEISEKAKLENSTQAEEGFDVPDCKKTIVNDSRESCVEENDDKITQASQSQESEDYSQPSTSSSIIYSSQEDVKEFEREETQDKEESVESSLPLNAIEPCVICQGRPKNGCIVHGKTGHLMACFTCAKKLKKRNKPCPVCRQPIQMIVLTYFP
tim10-1 inh: tim10-1 yeast growth inhibition. S. cerevisiae tim10-1 ts strain growth, BacTiter-Glo, 24 h. inhibition, % at 20 µM. hit rate 2.2% among 330,000;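 active = inhibition of at least 40%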;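 note: mutant grown at 25 °C; 0% = DMSO wells with yeast and 100% = wells holding no yeast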
XBP1 UPR activ: adaptive UPR (XBP1) activation | AID 463104 | activation, % at 20 µM | hit rate 0.33% among 330,000 | CHO-XBP1 luciferase reporter, IRE1-XBP1 UPR activation, luminescence; percent of tunicamycin response, DMSO as zero;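 active = versus positive control, 20 µM dose yields 30% or more activation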;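 note: 100% = tunicamycin at 10 µg/mL and 0% = DMSO only wells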
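Test system: CHO-XBP1 luciferase reporter cells | Buffer or medium: Serum-containing F12 medium, 10% FBS | Schedule: 6 h compound exposure at 37 °C, 5% CO2 | Detection: Steady-Glo luciferase glow luminescence, 10 min after reagent addition | Read-out basis: Activation, % of tunicamycin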
TIM10 inh: growth inhibitors of TIM10 yeast strain; S. cerevisiae TIM10 strain growth, BacTiter-Glo luminescence, 24 h; inhibition, % at 10 µM; hit rate 1.4% among 330,000;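 active = inhibition of 40% or more at the single tested concentration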;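 note: wild-type TIM10 isogenic control strain grown at permissive 25 °C; 0% = DMSO yeast wells and 100% = minimal medium wells without yeast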
UPR CHOP act: apoptotic UPR (CHOP) activation; hit rate 0.34% among 330,000; CHO-CHOP luciferase reporter, luminescence; percent of tunicamycin response over DMSO baseline; activation, % at 10 µM;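 active = at 10 µM dose, activation of 40% or more, normalized to positive control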;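 note: 100% = tunicamycin at 10 µg/mL and 0% = DMSO alone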
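Dosing – one dose, 10 µM in 0.5% DMSO · System – CHO-CHOP cells, stable luciferase reporter of PERK-eIF2a-CHOP signalling · Input – 500 cells/well · Control set – tunicamycin 10 µg/mL final as positive, DMSO-only wells as negative · Timing – 6 h compound treatment, 37 °C · Measure – % activation vs tunicamycin · Technique – luminescence read with Steady-Glo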
tim23-1 inh: growth inhibitors of tim23-1 mutant yeast. AID 463212. S. cerevisiae tim23-1 growth, BacTiter-Glo luminescence, 24 h. hit rate 1.3% among 330,000. inhibition, % at 20 µM;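 active = growth inhibition of the mutant yeast at or above 50%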;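 note: temperature-sensitive mutant grown at 25 °C; plate controls were DMSO-treated mutant yeast for no effect and medium wells lacking yeast for full effect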
Jurkat NFkB inh: inhibitors of the PMA/ionomycin-induced NF-kB reporter in Jurkat cells; hit rate 0.53% among 330,000; AID 435003; inhibition, % at 4 µM; PMA/ionomycin-induced NF-kB luciferase reporter, luminescence; in the data active = inhibition above about 50%
An asterisk follows results filed as active. No enrichment for hits; about 6.6% have a hit in one of these screens.

What do the screens show for `CC(C)(C)C(=O)NC1=NN(c2c(Cl)cc(Cl)cc2Cl)C(=O)C1`?
697 NFkB inh: -10; Mdm2-MdmX inh: -16; tim10-1 inh: 17; XBP1 UPR activ: 1; TIM10 inh: 1; UPR CHOP act: 4.3; tim23-1 inh: 7; Jurkat NFkB inh: -10

What do the screens show for `CN(Cc1ccc(F)cc1)C(=O)c1cccc(S(=O)(=O)NCc2ccccc2)c1`?
697 NFkB inh: -5; Mdm2-MdmX inh: -15; tim10-1 inh: 24; XBP1 UPR activ: -3; TIM10 inh: 5; UPR CHOP act: -1.5; tim23-1 inh: 16; Jurkat NFkB inh: 4

Results for CCN(CC)CCOC(=O)c1ccc(NC(=O)C2(c3ccccc3)CCCC2)cc1 ?
697 NFkB inh: -69; Mdm2-MdmX inh: 29; tim10-1 inh: 0; XBP1 UPR activ: 0; TIM10 inh: 10; UPR CHOP act: -0.2; tim23-1 inh: 95*; Jurkat NFkB inh: -12

How did NS(=O)(=O)c1ccc(CCNC(=O)c2cc(-c3cc(Cl)ccc3O)n[nH]2)cc1 do in these assays?
697 NFkB inh: 7; Mdm2-MdmX inh: -8; tim10-1 inh: -8; XBP1 UPR activ: -2; TIM10 inh: -6; UPR CHOP act: 0.4; tim23-1 inh: -8; Jurkat NFkB inh: -1

How did CCn1ncc2c1C(=O)NC1c3ccccc3C(=O)N21 (stereo not drawn) do in these assays?
697 NFkB inh: -1; Mdm2-MdmX inh: 17; tim10-1 inh: 7; XBP1 UPR activ: 2; TIM10 inh: 3; UPR CHOP act: -1.5; tim23-1 inh: 12; Jurkat NFkB inh: -9

What do the screens show for `O=C(COC(=O)Cc1c(F)cccc1Cl)Nc1ccc2[nH]c(=O)[nH]c2c1`?
697 NFkB inh: -7; Mdm2-MdmX inh: 13; tim10-1 inh: 3; XBP1 UPR activ: -1; TIM10 inh: -2; UPR CHOP act: 1.4; tim23-1 inh: 6; Jurkat NFkB inh: 1

What do the screens show for `COc1cc(/C=N/NS(=O)(=O)c2ccc(Br)cc2)ccc1O`?
697 NFkB inh: 5; Mdm2-MdmX inh: -2; tim10-1 inh: 3; XBP1 UPR activ: 0; TIM10 inh: 17; UPR CHOP act: 1.9; tim23-1 inh: 3; Jurkat NFkB inh: 13

Results for COc1ccc(CCN2CCCn3c2nc2c3c(=O)n(CC(N)=O)c(=O)n2C)cc1OC ?
697 NFkB inh: -14; Mdm2-MdmX inh: -11; tim10-1 inh: 10; XBP1 UPR activ: -5; TIM10 inh: -7; UPR CHOP act: -1.0; tim23-1 inh: 10; Jurkat NFkB inh: -2

Results for CCOc1ccccc1-n1ccn(CC(=O)Nc2ccc(Br)cc2F)c(=O)c1=O ?
697 NFkB inh: -12; Mdm2-MdmX inh: 12; tim10-1 inh: 8; XBP1 UPR activ: -4; TIM10 inh: 12; UPR CHOP act: 1.2; tim23-1 inh: 12; Jurkat NFkB inh: 13

What do the screens show for `COc1cccc(C2c3[nH]c4ccccc4c3C[C@H]3C(=O)N(CCCO)CC(=O)N23)c1OC` (stereo partly drawn)?
697 NFkB inh: 0; Mdm2-MdmX inh: -2; tim10-1 inh: 16; XBP1 UPR activ: -3; TIM10 inh: 5; UPR CHOP act: 0.1; tim23-1 inh: 3; Jurkat NFkB inh: -36

How did Cc1ccc(NC(=S)Nc2ccc(C(C)C)cc2)cc1S(=O)(=O)N1CCCCCC1 do in these assays?
697 NFkB inh: -123; Mdm2-MdmX inh: 0; tim10-1 inh: 35; XBP1 UPR activ: 5; TIM10 inh: 33; UPR CHOP act: 4.9; tim23-1 inh: 32; Jurkat NFkB inh: 49

How did Cc1c(N2C(=O)C(=O)/C(=C(/O)c3ccccc3)C2c2ccc(F)cc2)c(=O)n(-c2ccccc2)n1C (stereo not drawn) do in these assays?
697 NFkB inh: 14; Mdm2-MdmX inh: -33; tim10-1 inh: 2; XBP1 UPR activ: -1; TIM10 inh: 1; UPR CHOP act: 1.7; tim23-1 inh: -2; Jurkat NFkB inh: 7

How did CCCCN(C(=O)c1sc2nc3n(c(=O)c2c1C)CCC3)c1c(N)n(CC(C)C)c(=O)[nH]c1=O do in these assays?
697 NFkB inh: 8; Mdm2-MdmX inh: 12; tim10-1 inh: 10; XBP1 UPR activ: 1; TIM10 inh: 4; UPR CHOP act: 1.2; tim23-1 inh: 19; Jurkat NFkB inh: -1

How did O=C(NCc1ccccc1)C(c1ccncc1)N(C(=O)c1csnn1)C1CC1 (stereo not drawn) do in these assays?
697 NFkB inh: 9; Mdm2-MdmX inh: 31; tim10-1 inh: 10; XBP1 UPR activ: -2; TIM10 inh: 3; UPR CHOP act: -3.1; tim23-1 inh: -2; Jurkat NFkB inh: -2

What do the screens show for `COc1ccc([N+](=O)[O-])cc1C(=O)Nc1ccc(OCC(=O)N2CCOCC2)cc1`?
697 NFkB inh: 6; Mdm2-MdmX inh: 12; tim10-1 inh: 3; XBP1 UPR activ: -1; TIM10 inh: 11; UPR CHOP act: 0.2; tim23-1 inh: 16; Jurkat NFkB inh: -8

Results for N#Cc1ccc(CSc2nnc(-c3ccccn3)n2-c2ccc(Cl)cc2)cc1 ?
697 NFkB inh: -8; Mdm2-MdmX inh: 3; tim10-1 inh: 40*; XBP1 UPR activ: 0; TIM10 inh: 24; UPR CHOP act: 4.1; tim23-1 inh: 37; Jurkat NFkB inh: -3

What do the screens show for `CC(C)OCC1CC(CC(=O)NC(=S)Nc2cccc([N+](=O)[O-])c2)C(=O)O1` (stereo not drawn)?
697 NFkB inh: 4; Mdm2-MdmX inh: 11; tim10-1 inh: 4; XBP1 UPR activ: 2; TIM10 inh: -4; UPR CHOP act: -0.1; tim23-1 inh: -6; Jurkat NFkB inh: 14

How did O=C(COc1ccccc1)Nc1ncccn1 do in these assays?
697 NFkB inh: 3; Mdm2-MdmX inh: 4; tim10-1 inh: -6; XBP1 UPR activ: -2; TIM10 inh: -2; UPR CHOP act: 1.0; tim23-1 inh: -11; Jurkat NFkB inh: -2

Results for CCOC(=O)N1CCN(C(=O)c2ccccc2N(Cc2ccccc2)S(=O)(=O)c2ccccc2)CC1 ?
697 NFkB inh: 19; Mdm2-MdmX inh: -5; tim10-1 inh: 17; XBP1 UPR activ: -4; TIM10 inh: 12; UPR CHOP act: -0.3; tim23-1 inh: 20; Jurkat NFkB inh: 14

What do the screens show for `CC(=O)Nc1ccccc1-c1nn[nH]n1`?
697 NFkB inh: 5; Mdm2-MdmX inh: -1; tim10-1 inh: 0; XBP1 UPR activ: 1; TIM10 inh: 2; UPR CHOP act: -1.1; tim23-1 inh: 7; Jurkat NFkB inh: 10

At a glance, 3 of the compounds above:
What do the screens show for `COc1ccc([N+](=O)[O-])cc1C(=O)Nc1ccc(OCC(=O)N2CCOCC2)cc1`?
697 NFkB inh: 6; Mdm2-MdmX inh: 12; tim10-1 inh: 3; XBP1 UPR activ: -1; TIM10 inh: 11; UPR CHOP act: 0.2; tim23-1 inh: 16; Jurkat NFkB inh: -8

Results for N#Cc1ccc(CSc2nnc(-c3ccccn3)n2-c2ccc(Cl)cc2)cc1 ?
697 NFkB inh: -8; Mdm2-MdmX inh: 3; tim10-1 inh: 40*; XBP1 UPR activ: 0; TIM10 inh: 24; UPR CHOP act: 4.1; tim23-1 inh: 37; Jurkat NFkB inh: -3

What do the screens show for `CC(C)OCC1CC(CC(=O)NC(=S)Nc2cccc([N+](=O)[O-])c2)C(=O)O1` (stereo not drawn)?
697 NFkB inh: 4; Mdm2-MdmX inh: 11; tim10-1 inh: 4; XBP1 UPR activ: 2; TIM10 inh: -4; UPR CHOP act: -0.1; tim23-1 inh: -6; Jurkat NFkB inh: 14

The listing continues:
How did COCCCn1c(=O)c2sccc2n(Cc2ccccc2)c1=O do in these assays?
697 NFkB inh: -2; Mdm2-MdmX inh: 17; tim10-1 inh: -3; XBP1 UPR activ: -4; TIM10 inh: 4; UPR CHOP act: -2.5; tim23-1 inh: 21; Jurkat NFkB inh: -1

Results for COc1ccc(-c2nc(C#N)c(N3CCCCCC3)o2)cc1 ?
697 NFkB inh: -13; Mdm2-MdmX inh: 22; tim10-1 inh: 33; XBP1 UPR activ: 0; TIM10 inh: 6; UPR CHOP act: -1.5; tim23-1 inh: 21; Jurkat NFkB inh: -17

How did CC(C)n1nnnc1SCC(=O)NCCc1ccccc1 do in these assays?
697 NFkB inh: 1; Mdm2-MdmX inh: 6; tim10-1 inh: 13; XBP1 UPR activ: 0; TIM10 inh: 8; UPR CHOP act: 1.9; tim23-1 inh: 14; Jurkat NFkB inh: -2

Results for COc1nonc1NCn1nc(C)cc1C ?
697 NFkB inh: 11; Mdm2-MdmX inh: -6; tim10-1 inh: 17; XBP1 UPR activ: 0; TIM10 inh: -5; UPR CHOP act: -2.1; tim23-1 inh: 0; Jurkat NFkB inh: -8

What do the screens show for `COc1ccccc1N/C(N)=N/c1nc(C)cc(C)n1`?
697 NFkB inh: 5; Mdm2-MdmX inh: -9; tim10-1 inh: -11; XBP1 UPR activ: -2; TIM10 inh: -9; UPR CHOP act: -0.4; tim23-1 inh: -3; Jurkat NFkB inh: -9

How did Cc1ccc(C(=O)OCC(=O)Nc2ccc3[nH]c(=O)[nH]c3c2)cc1S(=O)(=O)N1CCOCC1 do in these assays?
697 NFkB inh: 7; Mdm2-MdmX inh: 17; tim10-1 inh: 4; XBP1 UPR activ: 0; TIM10 inh: -6; UPR CHOP act: -2.4; tim23-1 inh: 0; Jurkat NFkB inh: -21

How did Cc1nnc(SCc2ccc(Cl)c(Cl)c2)s1 do in these assays?
697 NFkB inh: -15; Mdm2-MdmX inh: 9; tim10-1 inh: 15; XBP1 UPR activ: 1; TIM10 inh: 2; UPR CHOP act: 1.7; tim23-1 inh: 6; Jurkat NFkB inh: -14

How did CC(Sc1nc2ccccc2c(=O)n1CC1CCCO1)C(=O)N(C)Cc1ccccc1 (stereo not drawn) do in these assays?
697 NFkB inh: -19; Mdm2-MdmX inh: 10; tim10-1 inh: -4; XBP1 UPR activ: -4; TIM10 inh: -20; UPR CHOP act: -0.7; tim23-1 inh: 17; Jurkat NFkB inh: -2

How did O=C1/C(=C/c2cccs2)CCC1C1CCCC1 (stereo not drawn) do in these assays?
697 NFkB inh: -22; Mdm2-MdmX inh: 9; tim10-1 inh: 1; XBP1 UPR activ: -1; TIM10 inh: -11; UPR CHOP act: 4.8; tim23-1 inh: 11; Jurkat NFkB inh: -29

Results for Cc1cc(C)n(-c2ccc(C(=O)N3CCc4ccccc43)cc2)n1 ?
697 NFkB inh: -37; Mdm2-MdmX inh: -10; tim10-1 inh: 34; XBP1 UPR activ: 3; TIM10 inh: -3; UPR CHOP act: 2.3; tim23-1 inh: 16; Jurkat NFkB inh: -22

How did CCCCOC(=O)C1CN(c2ccccc2)N=C1C(C)=O (stereo not drawn) do in these assays?
697 NFkB inh: -11; Mdm2-MdmX inh: -2; tim10-1 inh: -16; XBP1 UPR activ: -2; TIM10 inh: -11; UPR CHOP act: -0.8; tim23-1 inh: -9; Jurkat NFkB inh: -18

Results for CCN(c1ccccc1)S(=O)(=O)c1ccc(OC)c(NC(=O)C2=NN(c3ccccc3)C(=O)CC2)c1 ?
697 NFkB inh: 2; Mdm2-MdmX inh: 47; tim10-1 inh: 12; XBP1 UPR activ: -4; TIM10 inh: 8; UPR CHOP act: 1.8; tim23-1 inh: 2; Jurkat NFkB inh: -11

How did O=C(CSc1ccccc1)N[C@@H](Cc1ccccc1)C(=O)O do in these assays?
697 NFkB inh: 11; Mdm2-MdmX inh: -15; tim10-1 inh: -10; XBP1 UPR activ: 0; TIM10 inh: -10; UPR CHOP act: 0.5; tim23-1 inh: -2; Jurkat NFkB inh: 12
